DAX1 inh-1: DAX1 (NR0B1) inhibitors, primary screen, cell-based, HEK293, Gal4-DAX1, luciferase luminescence; Nuclear receptor subfamily 0 group B member 1 (Homo sapiens), P51843; HEK293 Gal4-DAX1 luciferase reporter; inhibition, % at 6.75 µM; 340,000 compounds, 0.99% hits; AID 504766, 2011;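 active = inhibition above the mean over all tested compounds plus 3 SD, cut at about 4.2% in these data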;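 also: 0% = DAX1-transfected cells with DMSO and 100% = empty-vector control cells with DMSO; inhibition shows as a rise in luminescence from relieved DAX1 repression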
GC-B act: human GC-B receptor activators, primary screen, HEK293 GC-B cells, cGMP TR-FRET, EC30 CNP | Atrial natriuretic peptide receptor 2 (Homo sapiens), P20594 | activation, % at 10 µM | 370,000 compounds, 0.11% hits | 0% at EC30 CNP, 100% saturating CNP;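 active = activation at 10 µM reaching about 35% in either raw or pattern-adjusted values, limit read from the data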
ADAM10 inh: human ADAM10 inhibitors, primary screen, biochemical, QFRET, HTS. recombinant ADAM10, EDANS/DABCYL FRET peptide cleavage, 3 h. inhibition, % at 7 µM. AID 720582, 2013. Disintegrin and metalloproteinase domain-containing protein 10 (Homo sapiens), O14672. 370,000 compounds, 0.62% hits;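 active = inhibition above a per-campaign cutoff equal to the mean of compounds falling between control-based bounds plus 3 SD, cut at about 20% in these data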;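 also: 0% = DMSO wells while the 100% control is not disclosed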
NPR1 activator: GC-A stimulated cGMP production enhancers – HEK293 GC-A cells, cGMP TR-FRET, EC30 ANP, primary screen; activation, % at 10 µM; 370,000 compounds, 0.14% hits; Atrial natriuretic peptide receptor 1 (Homo sapiens), P16066; 0% at EC30 ANP, 100% saturating ANP; in the data active = activation above about 40%
Target sequence (P16066 whole entry, looked up): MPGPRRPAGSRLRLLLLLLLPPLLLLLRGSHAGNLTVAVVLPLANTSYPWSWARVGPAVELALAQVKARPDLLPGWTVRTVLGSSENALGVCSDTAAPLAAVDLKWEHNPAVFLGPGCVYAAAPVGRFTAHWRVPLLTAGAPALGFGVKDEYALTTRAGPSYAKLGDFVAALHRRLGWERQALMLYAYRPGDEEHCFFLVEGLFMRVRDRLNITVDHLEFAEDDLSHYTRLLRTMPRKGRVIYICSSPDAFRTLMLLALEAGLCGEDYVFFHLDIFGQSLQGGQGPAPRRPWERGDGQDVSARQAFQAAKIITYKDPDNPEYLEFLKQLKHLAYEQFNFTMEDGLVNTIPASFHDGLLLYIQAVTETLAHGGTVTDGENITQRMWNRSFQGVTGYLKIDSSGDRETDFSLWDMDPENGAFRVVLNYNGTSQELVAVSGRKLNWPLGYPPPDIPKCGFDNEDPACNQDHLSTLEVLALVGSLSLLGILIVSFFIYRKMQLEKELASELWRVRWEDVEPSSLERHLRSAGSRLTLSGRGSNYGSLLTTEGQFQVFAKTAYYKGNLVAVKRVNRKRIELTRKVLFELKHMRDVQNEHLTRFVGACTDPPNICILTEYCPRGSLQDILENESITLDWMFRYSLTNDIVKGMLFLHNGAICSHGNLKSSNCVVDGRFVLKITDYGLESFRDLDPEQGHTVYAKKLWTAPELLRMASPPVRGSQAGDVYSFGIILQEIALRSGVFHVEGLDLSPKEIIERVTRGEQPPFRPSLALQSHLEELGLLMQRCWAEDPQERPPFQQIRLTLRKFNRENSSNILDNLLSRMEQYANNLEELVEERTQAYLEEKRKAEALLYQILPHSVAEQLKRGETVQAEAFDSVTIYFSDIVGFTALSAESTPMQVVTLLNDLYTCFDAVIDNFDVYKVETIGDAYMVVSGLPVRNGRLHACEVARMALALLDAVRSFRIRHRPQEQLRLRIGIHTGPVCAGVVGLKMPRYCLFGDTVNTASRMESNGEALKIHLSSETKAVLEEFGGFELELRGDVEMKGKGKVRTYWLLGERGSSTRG
hgDAF12 agonist: H. glycines DAF-12 receptor agonists, primary screen, cell-based, luminescence, HEK293, GAL4 fusion, UAS-luciferase | HEK293 GAL4-hgDAF12 UAS-luciferase reporter, agonist luminescence; normalized to butyrate control | 370,000 compounds, 1.8% hits | Nuclear hormone receptor DAF-12 (Heterodera glycines), GAL4 fusion | activation, % at 6.8 µM | AID 687014, 2013;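 active = activation above a cutoff set at the mean of all screened compounds plus 3 SD, cut at about 10% in these data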;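 also: 0% = DMSO wells and 100% = sodium butyrate wells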
SMARCA2 activ: SMARCA2 (BRM) function activators, primary screen, cell-based, luminescence, high throughput; 370,000 compounds, 1% hits; MG213 cells, MMTV-luciferase reporter, dexamethasone, overnight; activation, % at 9.1 µM; in the data active = activation above about 7.8%;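 also: 0% = vehicle wells and 100% = reference activator wells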
ssDAF12 agonist: S. stercoralis DAF-12 nuclear receptor activators, primary screen, cell-based, luminescence, HEK293, GRIP1 co-expression, lit1-tk-luc; Nuclear hormone receptor DAF-12 (Strongyloides stercoralis); HEK293 ssDAF-12/GRIP1 lit1-tk-luc reporter; % of 3 µM dafachronic acid response; activation, % at 6.8 µM; 370,000 compounds, 1% hits; AID 652126, 2013;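 active = activation above the mean over all tested compounds plus 3 SD, cut at about 0.9% in these data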;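 also: 0% = DMSO-only wells and 100% = 3 µM delta7-dafachronic acid wells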
DAX1 inh-2: DAX1 (NR0B1) inhibitors on StAR promoter, primary screen, cell-based, luminescence, SF-1 (NR5A1), full-length DAX-1 | HEK293T StAR-luciferase reporter, SF-1/DAX-1 repression relief | inhibition, % at 6.8 µM | 370,000 compounds, 1.1% hits | AID 652010, 2013;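 active = inhibition above the mean over all tested compounds plus 3 SD, cut at about 3.6% in these data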;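 also: 0% = DAX-1 cells with DMSO and 100% = cells lacking DAX-1 with DMSO; higher inhibition means more luminescence from relief of DAX-1 repression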
HGIII-sPLA2 inh: human group III sPLA2 inhibitors, primary screen, biochemical, QFRET, BODIPY PC-A2 liposome substrate; Group 3 secretory phospholipase A2 (Homo sapiens), Q9NZ20; inhibition, % at 12.2 µM; 370,000 compounds, 0.56% hits; QFRET BODIPY PC-A2 liposome hydrolysis, fluorescence;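 active = inhibition above mean plus 3 SD of compounds lying within the high and low control bounds, cut at about 19% in these data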;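 also: 0% = median of test compound wells and 100% = no enzyme DMSO wells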
hcDAF-12 act: H. contortus DAF-12 nuclear receptor activators, primary screen, cell-based, luminescence, HEK293, lit1-tk-luc reporter. 370,000 compounds, 1.4% hits. AID 652067, 2013. HEK293 hcDAF-12 lit1-tk-luc reporter; 0% DMSO, 100% Δ7-dafachronic acid. activation, % at 6.8 µM;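 active = activation above the mean of all tested compounds plus 3 SD, cut at about 5.5% in these data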;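 also: 100% = response to 3 µM Δ7-dafachronic acid high control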
GAA850 FXN act: FXN promoter activators, primary screen, cell-based, luciferase luminescence, HEK293 lucGAA850; AID 540364, 2011; HEK293 lucGAA850 FXN promoter luciferase reporter, 24 h; percent of 10 µM SAHA response; 360,000 compounds, 0.56% hits; activation, % at 6 µM;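 active = activation above the average of all compounds screened plus 3 SD, cutoff fixed separately per campaign, cut at about 7.5% in these data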;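 also: 0% = DMSO wells and 100% = 10 µM SAHA wells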
* hit, by the source's call; i = inactive; . = not tested or not shown.

| smiles | DAX1 inh-1 | GC-B act | ADAM10 inh | NPR1 activator | hgDAF12 agonist | SMARCA2 activ | ssDAF12 agonist | DAX1 inh-2 | HGIII-sPLA2 inh | hcDAF-12 act | GAA850 FXN act |
| --- | --- | --- | --- | --- | --- | --- | --- | --- | --- | --- | --- |
| CC(C)CC1O[C@@H](C)[C@@H]2CN3CCc4c([nH]c5ccccc45)[C@@H]3C[C@@H]2N1C (stereo partly specified) | . | -3 | -44 | 3 | -5.7 | 4 | -0.2 | 1.1 | 1 | 4.9 | . |
| CCCCc1nc(NCCN)c(C#N)c2c1CSC(C)(C)C2 | 0.5 | -11 | -52 | -6 | -2.9 | -2 | -1.7 | -0.2 | 13 | -2.0 | 3.8 |
| C/C(=N\NC(=S)Nc1ccccc1)C1Cc2ccccc2C(=O)O1 (stereo unspecified) | . | 5 | 9 | -4 | 4.5 | 8.3* | -0.2 | 0.8 | 0 | 1.5 | 2.0 |
| O=C(COC(=O)c1ccc(Br)o1)Nc1ccc(Br)cc1 | -0.6 | 1 | -5 | 2 | 1.7 | -1 | 0.4 | 0.6 | 6 | 0.3 | -0.5 |
| CCCCNC(=O)C(=O)NCC1CCCN1S(=O)(=O)c1cccs1 (stereo unspecified) | -0.9 | -11 | -2 | 3 | -1.2 | -1 | -0.5 | 0.0 | 0 | 0.7 | -0.6 |
| CC(C)c1ccc(NC(=O)c2cccnc2)cc1 | 1.4 | -1 | 1 | 7 | 8.1 | 4 | -0.4 | 2.8 | -5 | 4.9 | 5.7 |
| CCOc1ccc(-c2cc(N3C(=O)Nc4ccccc4N3O)n[nH]2)cc1 | 0.7 | -4 | 1 | 3 | 3.0 | 4 | -0.8 | -1.2 | -4 | 3.4 | -0.7 |
| CCOC(=O)c1ccc(NC(=S)N(CCCN(CC)CC)Cc2ccco2)cc1 | 1.6 | -1 | 4 | 1 | -0.6 | 1 | -1.3 | 0.8 | 1 | -1.2 | 3.9 |
| O=C(NNS(=O)(=O)c1ccccc1F)c1cccc(S(=O)(=O)N2CCOCC2)c1 | -0.3 | 1 | 3 | 6 | -1.9 | -2 | -0.4 | 1.1 | 2 | -1.1 | -0.1 |
| CCCCNC(=O)C1c2ccccc2OCC(=O)N1CCCN1CCOCC1 (stereo unspecified) | . | -6 | -5 | -2 | -0.6 | -1 | -0.6 | -0.5 | 3 | -1.0 | . |
| S=C(Nc1ccccc1)Nc1nc2ccccc2n1CCOc1ccc(Cl)cc1 | 0.3 | -3 | -3 | 1 | 0.5 | -4 | -1.5 | 0.6 | 5 | -2.1 | 2.1 |
| Cn1cnc([N+](=O)[O-])c1Sc1nc(N)nc2c1ncn2C1OC(CO)C(O)C1O (stereo unspecified) | 1.4 | -4 | -3 | 2 | 2.5 | 4 | -1.5 | -2.7 | 1 | -2.5 | 1.4 |
| CCC1CCc2c(sc(N)c2C(N)=O)C1 (stereo unspecified) | 1.4 | . | -16 | . | 0.4 | 0 | -0.4 | -0.4 | -3 | -1.1 | 0.8 |
| COc1ccc(OCCSc2nc3ccccc3n2CC(=O)O)cc1 | -0.1 | 7 | -3 | -1 | 0.9 | -3 | -0.6 | 0.3 | 0 | -0.9 | -0.3 |
| Cn1ncc2c(N3CCN(c4ccccc4F)CC3)ncnc21 | -1.1 | 2 | -1 | 3 | 1.9 | -1 | -1.5 | -0.5 | -3 | -2.4 | 4.2 |
| Nc1c(C(=O)CSc2nccn2-c2cccc(F)c2)c(=O)[nH]c(=O)n1C1CC1 | 1.5 | 1 | -23 | -4 | -0.3 | -1 | -1.0 | -1.4 | 9 | -2.2 | 1.1 |
| N#Cc1cccc(NC(=O)C2SC(=Nc3ccccc3)C(C(=O)N3CCOCC3)=C2N)c1 (stereo unspecified) | 0.4 | 3 | 4 | 1 | -0.6 | 1 | -1.5 | -0.8 | 1 | -3.1 | 0.4 |
| COc1ccc(NC(=O)COC(=O)CCCC2=NS(=O)(=O)c3ccccc3N2)cc1 | 0.2 | -3 | 2 | -3 | 3.1 | -2 | -0.8 | -3.4 | -7 | 0.5 | -0.4 |
| COC(CNC(=O)c1ccc(Cn2c(=S)[nH]c3cc4c(cc3c2=O)OCO4)cc1)OC | 0.0 | -2 | 0 | -4 | 0.4 | 2 | -1.0 | -0.2 | 10 | -1.1 | -0.7 |
| CNCCC1Sc2ccccc2Oc2ccccc21 (stereo unspecified) | 0.8 | -8 | -3 | -8 | 0.7 | 1 | -0.3 | -0.6 | -3 | -0.9 | 0.5 |
| COc1ccc(NC(=O)CSc2nnc3n2CCCCC3)cc1 | -1.1 | 6 | 6 | 1 | 0.5 | 1 | -0.5 | 1.1 | 1 | -1.4 | -2.1 |
| COCCN(Cc1cc2cc(C)ccc2n2nnnc12)C(=S)Nc1cccc(C)c1 | 1.9 | -2 | -3 | 4 | -2.3 | 1 | -1.5 | -0.4 | 2 | -0.4 | 2.5 |
| CC(C)Cn1c(N)c(C(=O)COC(=O)[C@H](C)NC(=O)c2ccccc2Cl)c(=O)n(C)c1=O | 1.6 | -1 | 1 | 0 | 1.2 | -1 | -0.4 | -1.2 | -2 | -2.4 | 0.3 |
| CSc1ccc(/C=C2\C(=N)N3N=C(CC(=O)N4CCCCC4)SC3=NC2=O)cc1 | 0.1 | -9 | -18 | -1 | 0.7 | 3 | -1.0 | -0.4 | -8 | -2.4 | 1.2 |
| Cc1ccccc1NC(=O)CN1C(=O)CCSc2ccccc21 | . | 1 | 2 | -3 | -5.3 | -6 | -1.6 | -1.6 | 2 | -0.3 | . |
| CCCOc1ccc(S(=O)(=O)NNC(=O)c2cc3ccccc3o2)cc1 | 2.2 | 4 | 9 | -3 | -2.2 | 0 | -0.4 | -0.4 | -47 | -1.3 | 1.4 |
| COC(=O)C1=C(CS(=O)(=O)c2ccc(C)cc2)NC(=O)NC1c1ccc(OC)c(OC)c1 (stereo unspecified) | 0.8 | 4 | 1 | 0 | 1.1 | -3 | -0.3 | 1.8 | 2 | -1.3 | 0.6 |
| Nc1nc(SCc2ccc(Br)cc2)c2ncn(C3OC(CO)C(O)C3O)c2n1 (stereo unspecified) | -0.2 | 6 | 2 | 9 | -1.6 | 6 | -0.7 | -0.7 | -7 | -0.7 | 1.6 |
| N#Cc1c(-c2ccco2)cc(C2CC2)nc1N | 0.4 | 1 | i | 3 | 1.2 | 3 | -1.6 | 0.7 | 1 | -1.3 | 5.7 |
| CCCCOc1ccc(C(=O)NC2CCCCN(Cc3ccc(C)cc3)C2=O)cc1 (stereo unspecified) | . | 3 | 12 | 5 | -0.8 | -5 | -1.9 | -3.4 | -2 | -3.4 | . |
| COc1ccc(C(=O)NCc2cnn(C)c2C)cc1OC1CCN(C(C)C)CC1 | 0.8 | 3 | -7 | 5 | 0.6 | -1 | -1.0 | 0.9 | 3 | 0.5 | 2.3 |
| COCCCNC(=O)c1ccc(N2CCOCC2)c(NS(=O)(=O)c2ccc(OC)cc2)c1 | 0.5 | -2 | -7 | 7 | -1.5 | -2 | -1.4 | -0.4 | 2 | -2.0 | -0.4 |
| Cc1ccc(NC(Cc2cc(C)no2)c2ccccc2)cc1 (stereo unspecified) | 1.1 | -3 | 4 | -2 | 5.3 | -4 | -1.3 | -0.6 | 7 | -1.2 | 0.1 |
| O=C1NC(c2cccc(C(F)(F)F)c2)c2c(-c3ccccc3)n[nH]c21 (stereo unspecified) | . | -3 | -1 | 0 | 0.1 | -3 | -1.2 | -1.4 | -9 | -1.4 | . |
| Cc1cc(Nc2ccccc2)n(CCOC(=O)COc2ccccc2)n1 | 1.3 | -22 | 9 | -8 | 2.0 | -1 | -1.7 | -0.3 | -12 | -1.8 | 4.0 |
| Clc1ccccc1OCCCOc1cccc2cccnc12 | 1.1 | 0 | 6 | -6 | 1.8 | 3 | -1.2 | 1.9 | -5 | 2.4 | 5.8 |
| O=C(O)CN(c1ccc(F)cc1)S(=O)(=O)c1ccc2c(c1)OCCO2 | 0.2 | 1 | 2 | 1 | -0.6 | 3 | -1.4 | -0.2 | -1 | -0.1 | 2.5 |
| Cc1cccc(COC[C@H](CC(C)C)N2CCN(C(=O)c3ccc(C(C)(C)C)cc3)CCC2=O)c1 | . | -9 | 5 | -3 | 1.0 | -3 | -1.4 | -1.4 | -12 | 1.7 | . |
| Cc1cc(N2CCOCC2)ccc1/C=C1\SC(=O)N(C(C)C)C1=O | 5.6* | -1 | -8 | -3 | 3.6 | 1 | -2.2 | 0.2 | 6 | 0.1 | 0.8 |
| Cc1ccc(-n2c(SCc3nnc4n3CCC4)nnc2-c2ccccc2)cc1 | 0.3 | 1 | 6 | -4 | -0.7 | -2 | -0.7 | -0.7 | 2 | -0.5 | -1.9 |
| CC(C)n1c(N2CCCC2)nc2c1c(=O)[nH]c(=O)n2C | -1.4 | 8 | -8 | 3 | -2.8 | -2 | -1.1 | 0.7 | 16 | -1.3 | -0.3 |
| CC1CN(Cc2c(O)ccc3c(=O)c(-c4ccccc4Cl)coc23)CC(C)O1 (stereo unspecified) | 0.5 | 11 | i | 5 | -3.3 | 4 | -1.8 | -0.1 | 0 | -1.8 | 0.8 |

Outcome played no part in choosing rows; any-hit rate near 6.6%.
